sdo1 growth – compounds rescuing growth of sdo1-depleted yeast, bone marrow failure model; S. cerevisiae sdo1-depleted JHY4D growth rescue, OD600 30 h; active compounds read high; pdr5 snq2 efflux-pump mutant strain; z-score at 10 µM; hit rate 0.21% among 140,000;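 active means z-score above 3 at both the 24 hr and the 30 hr optical density reads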;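 further: z-score against mean and SD of all compound wells on the same plate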
Insulin prom inh – TRM-6 insulin promoter activity inhibition; AID 1273; TRM-6 cells (human fetal islet line), insulin promoter-eGFP reporter, imaging; reporter expression induced with tamoxifen; inhibition, % at 2 µM; hit rate 0.9% among 130,000;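 active means inhibition above the mean plus 3 SD, with well images judged a real hit on visual review, cut at about 60% in these data, passing the limit was not always enough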
sdo1 growth Rescue 24 h – recorded beside sdo1 growth, whose call it bears; z-score; S. cerevisiae sdo1-depleted JHY4D growth rescue, OD600; measured here: growth rescue at 24 h;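 0 is the plate mean of compound wells and units are plate SD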
Active calls of the source: *; . = no result given; & = joins results of further samples.

Insulin prom inh	sdo1 growth Rescue 24 h	sdo1 growth	canonical_smiles
.	1.23	0.83	Cn1c(SCC2CCCCC2)nnc1-c1ccncc1
17.1	-0.2	-0.29	CC(C)c1nc2ccccn2c1NC1CCCCC1
.	-0.44	-0.19	O=C(CCCc1c[nH]c2ccccc12)N1CCCCCC1
.	-1.52	-0.82	COc1ccc(CSc2nnnn2Cc2ccccc2)cc1OC
2.7	-1.03	-0.6	CS(=O)(=O)N1CCN(c2ccccc2NC(=O)Cc2ccc(Cl)cc2)CC1
16.7	-0.77	-0.02	Cc1ccc(S(=O)(=O)n2cnc3ccccc32)c(C)c1
.	0.68	-0.54	COc1ccc(N/C=C(\C#N)c2ccc(OCCCF)cc2)cc1
-14.3	-0.19	0.74	COc1ccc(C(=O)NCCCCCC(=O)N/N=C/c2ccco2)cc1OC
10.7	-0.14	-0.93	CC(C)CCN(C(=O)Nc1ccccc1)C(C)c1cccs1 (stereo not given)
-100.0	-1.05	-1.94	CCOC(=O)c1cnc(-n2nc(C)cc2C)nc1NNc1cc(-c2ccccc2)nc(C)n1
-85.0	-0.58	-0.12	O=C(NCc1ccccc1Cl)C1CCC(CNc2c(N3CCCCC3)c(=O)c2=O)CC1 (stereo not given)
-28.0	2.48	2.12	Cc1cccc(N2C(=O)CS/C2=N\NC(=O)c2ccc(Br)cc2)c1C
15.0	.	.	COc1ccc(C(=O)Nc2cc(C)on2)cc1S(=O)(=O)N1CC(c2ccccc2)CC1=O (stereo not given)
7.4	0.04	-0.58	Cc1ccc(N2C(=O)NC(NC(=O)C3CC3)(C(F)(F)F)C2=O)cc1 (stereo not given)
0.0	.	.	Cc1csc(NC(=O)C2CCN(S(=O)(=O)c3cccs3)CC2)n1
-37.1	-1.45	-0.28	CC(=O)c1cccc(NC=C2C(=O)OC3(CCCCC3)OC2=O)c1
0.0	-0.31	-0.16	CC(=O)N1CCN2C(=O)C1CCCC(=O)c1cc(C)ccc12 (stereo not given)
.	-0.64&-0.22	-0.01&0.35	COC(=O)C1=C(N)Oc2cc(C)n(Cc3cccnc3)c(=O)c2C1c1ccc(OC)c(OC)c1 (stereo not given)
.	-1.1	-0.79	O=C(CCc1ccccc1)N/N=C/c1cc(Br)ccc1O
-64.3	.	.	CS(=O)(=O)N(CCc1ccccc1)CC(=O)NCc1ccccc1
-15.0	0.02	0.74	OCCN1CCN(c2nc(NCc3ccco3)c3ccccc3n2)CC1
.	-0.96	-1.06	Clc1ccc(-c2nnc3sc(-c4ccccn4)nn23)cc1
-400.0	-0.63	-0.7	Cc1ccc(C(=O)N/C(=C\c2cccs2)C(=O)NC2CCCCC2)cc1
.	-0.39	0.28	O=C(COC(=O)c1cccc(C(=O)OCC(=O)NC2CCCCC2)n1)NC1CCCCC1
-153.6	0.53	0.46	COc1cc(CC(=O)OCC(=O)c2ccc3c(c2)OCCO3)cc(OC)c1OC
5.6	-0.24	0.38	CCc1cc(/C(Cc2ccc3ccccc3n2)=N\O)c(O)cc1O
9.1	0.71	0.79	CCN(CC)C(=O)CSc1nc2ncc(Cl)cc2[nH]1
21.4	0.46	0.05	O=C(Nc1ncc(Cc2cccc(Cl)c2)s1)c1ccc([N+](=O)[O-])cc1
-51.9	-0.26	0.11	O=C(c1nn2c(C(F)(F)F)cc(-c3cccs3)nc2c1Br)N1CCCc2ccccc21
30.0	.	.	O=C(Nc1ccc(CN2CCOCC2)cc1)c1cccc(-c2cc3ccccc3oc2=O)c1
54.5	2.31	0.94	Cc1cc(C)nc(SCNC(=O)c2ccc(F)cc2)n1
-37.1	-0.18	-1.46	COc1nc(-c2ccncc2)nc2ccccc12
.	-0.28	0.06	CCOc1cc(/C=C2\N=C(SCC)SC2=O)cc([N+](=O)[O-])c1OC(C)=O
.	0.22	-0.89	COc1ccc2cc(C#N)c(SCC(=O)NNC(=O)Cc3ccccc3)nc2c1
18.2	-0.47	-0.04	CCC(C)NC(=O)CCS(=O)(=O)c1ccc(Br)s1 (stereo not given)
.	0.51	0.76	COC(=O)CNC(=O)c1c(-c2ccccc2Cl)noc1C
.	1.18	1.02	Cc1ccccc1N/C(SCc1cccc(Br)c1)=C(/C#N)C(N)=O
31.0	-0.21	-0.72	O=[N+]([O-])c1ccccc1/C=N/Nc1nnc(-c2ccccc2)c(-c2ccccc2)n1
21.7	-1.15	-0.7	Cc1nc2cc(S(=O)(=O)N(C)C)ccc2n1-c1ccccc1
50.0	-0.78	-0.4	Cc1ccc(S(=O)(=O)/N=C(\Nc2cc(C)on2)c2ccc(Cl)cc2)cc1
.	-1.16	-0.21	CN1CCN(CC(=O)C23CC4CC(CC(C4)C2)C3)CC1
36.7	0.74	-1.5	CC(C)Cn1c(SCc2nc3ccccc3c(=O)[nH]2)nc2ccccc2c1=O
.	-0.2	0.3	CS(=O)(=O)CCC(C(=O)OCC(=O)c1ccc(Cl)cc1)N1C(=O)c2ccccc2C1=O (stereo not given)
.	1.17	0.93	CCCNC(=O)Cn1cnc2sc(C(=O)N3CCN(c4ccc(F)cc4)CC3)c(C)c2c1=O
50.0	1.54	0.31	CCCOc1ccc(/C=c2\sc3nc(-c4ccco4)nn3c2=O)cc1OCC
-7.7	-0.3	-0.06	Cc1ccn(-c2cccc(-n3ccc(C)n3)n2)n1
13.8	-0.05	-0.04	CN(C)C(=O)c1cc(Br)ccc1Cl
-57.1	.	.	COc1ccc(NC(=O)CN2C(=O)c3ccccc3Sc3ccc(C(=O)N4CCOCC4)cc32)c(OC)c1
-340.0	-0.56	-0.89	O=C1SCCc2c1n(Cc1ccccc1)c1ccccc21
-33.3	.	.	NC(=O)c1ccc[n+](CC(=O)c2ccc(Br)cc2)c1
-26.7	.	.	CCOC(=O)COc1cc(O)c2c(=O)cc(-c3ccccc3)oc2c1
-38.1	0.17	0.35	C[C@]1(C(=O)O)C=C[C@@H](Cc2ccccc2)N1C(=O)c1ccccc1
-427.8	.	.	Cc1ccnc(SCc2cc(=O)c(OC(=O)c3ccccc3)co2)n1
12.9	-0.84	-0.7	Cc1ccc(CNC(=O)COC(=O)c2ccc(Cl)c(N)c2)cc1
-20.9	0.11	0.25	Cc1nc2ccccc2n1C(=O)N1CCOCC1
20.5	0.52	0.74	Cc1nnc(N2CCN(Cc3ccccc3)CC2)[nH]c1=O
-12.5	.	.	CCn1ncc(Br)c1C(=O)Nc1ccccc1OC
3.0	-0.75	-0.14	Cc1ccc(NC(=O)N2CCC(NC(=O)c3ccccc3C)CC2)cc1
64.3	.	.	Cc1ccc(C(=O)N2CCN(S(=O)(=O)c3ccccc3)CC2)cc1
52.9	1.67	1.38	CN1C(=O)CC2(CC(=O)N(Cc3ccccc3)C2)C1=O (stereo not given)

(listing goes on)
Insulin prom inh	sdo1 growth Rescue 24 h	sdo1 growth	canonical_smiles
9.1	-0.25	-0.51	c1ccc2c(c1)ncc1cccn12
-55.9	1.48	1.09	CCNc1ccc(S(=O)(=O)N(C)C)cc1NCC(=O)Nc1c(F)cccc1F
0.0	-0.64	-0.15	CN(CC(=O)Nc1ccc(N2CCOCC2)cc1)CC(=O)Nc1ccccc1[N+](=O)[O-]
.	-0.12	-0.34	Cc1ccc(C2CC(c3cccc(C)c3)n3ncnc3N2)cc1 (stereo not given)
70.0	0.76	0.6	CCCCNCc1cc(OC)c(OCC(N)=O)cc1Br
-33.3	1.99	1.7	Cn1c(=O)c2c(ncn2CC(=O)OCC(=O)Nc2cc(Cl)ccc2Cl)n(C)c1=O
-40.6	-0.25	0.21	CC1CC(C)CN(CCCNC(=O)c2csc3c2CCCC3)C1 (stereo not given)
6.7	1.12	0.7	COc1ccc(OC)c(NC(=S)NCc2cccs2)c1
.	-0.27	-0.23	CCOC(=O)N1CCN(S(=O)(=O)N(C)C)CC1
-113.3	.	.	O=C1N(Cc2cccc(Cl)c2)C[C@@H]2C[C@@H](c3cccn3-c3ccccn3)N3CCC[C@@]123
-40.0	-0.95	-0.38	CCCCSc1cc(C)nc2ncnn12
22.9	-0.8	-0.23	C=C(C)Cn1c(CCCNC(=O)C(C)(C)C)nc2ccccc21
6.7	-1.41	-1.2	COc1ccc(OC)c(-c2cc(C(=O)NCc3cccs3)no2)c1
28.6	0.48	0.51	O=C(C1CCN(c2nnc(-n3cccc3)s2)CC1)N1CCN(c2cccc(C(F)(F)F)c2)CC1
55.2	-1.37	-1.73	Cn1cccc1/C=N/n1c(-c2ccc(C(C)(C)C)cc2)n[nH]c1=S
0.0	0.63	0.46	O=C1[C@H]2[C@@H](C(=O)N1c1cc(Cl)cc(Cl)c1)[C@]1(C(=O)Nc3ccccc31)N1CCC[C@@H]21
-45.5	-0.6	-0.51	Cc1cc(Oc2cnn(C(C)(C)C)c(=O)c2Cl)cc(C(C)C)c1
-42.4	-0.6	-0.23	CCOC(=O)NN1C(=O)c2ccccc2NC1c1ccc(N(C)C)cc1 (stereo not given)
50.0	-0.09	1.16	CCN(C(=O)CSc1nnc(Cn2nnc3ccccc32)o1)c1nc(C)cs1
-29.4	.	.	O=C(c1ccc(NC(=S)NCc2ccco2)cc1)N1CCCCC1
-2.6	-0.69	0.57	CCOC(=O)C1=C(C)NC2=C(C(=O)CC(C)(C)C2)C1c1ccc2c(c1)CCCN2C (stereo not given)
-18.8	1.03	1.6	N#Cc1ccccc1NC(=O)CC1CCCCC1
15.4	-0.32	0.46	COC(=O)c1ccc(NC(=O)C2CCN(S(C)(=O)=O)CC2)cc1
.	0.66	0.41	CCOc1c(C#N)c(C#N)c2nc(C)cc(C)n12
22.7	0.37	0.04	NCCCC[C@@H]1NC(=O)c2cc([N+](=O)[O-])cc(I)c2SC[C@@H](C(N)=O)NC(=O)[C@H](Cc2ccc(O)cc2)NC1=O
.	-0.76	-1.12	CC(C)CC(=O)NC(=S)N1CCN(c2ccc([N+](=O)[O-])cc2Cl)CC1
.	-0.3	-1.15	CCOC(=O)C(NC(=O)c1ccccc1OCC)(Nc1ncccn1)C(F)(F)F (stereo not given)
.	-1.05	-1.13	O=C(Cn1c(N2CCN(c3ccccc3)CC2)nc2ccccc21)c1ccccc1
-40.5	-0.86	0.07	O/C(=C\Sc1nnc(Cc2ccccc2)o1)c1ccc(F)cc1
64.3	-0.42	-0.88	Cc1cccc2cc3c(NC(=O)CC(C)C)nn(C)c3nc12
17.9	-0.98	-0.15	O=C(C1COc2ccccc2O1)N1CCCC1 (stereo not given)
.	0.02	-0.22	Cc1ccc(-c2csc(NC(=O)/C=C/c3cccs3)n2)cc1C
36.1	-0.23	-0.24	O=C(O)CC1CCCC(c2ccccc2)C1=O (stereo not given)
3.6	0.98	0.44	Cc1cc2cc(C)c3nnc(SCC(=O)NCc4ccc5c(c4)OCO5)n3c2cc1C
-81.8	.	.	COc1cc(OC)cc(C(=O)OCC(=O)Nc2ccc(F)cc2F)c1
-43.3	0.53	0.68	O=C(COC(=O)[C@@H]1CCCN1C(=O)c1cccs1)NCCc1ccccc1
.	0.35	0.67	Cc1ccc(NC(=O)c2ccc(CNc3c(N4CCOCC4)c(=O)c3=O)cc2)cc1
-3.2	-0.86	-0.33	COc1ccc(NC(=O)CC(=O)Nc2ccc(OC)cc2OC)c(OC)c1
8.1	-0.71	-0.24	CSCCC(NC(N)=O)C(=O)NCc1ccc(Cl)cc1 (stereo not given)
18.2	-0.96	-0.43	CCOc1ccccc1N(C(=O)CNC(=O)c1ccco1)C(C(=O)NC(C)(C)C)c1ccncc1 (stereo not given)
-13.5	0.35	0.29	C=CCNC(=O)c1onc(CSc2cccc(OC)c2)c1C(=O)O
33.3	0.78	0.68	O=C(Nc1cccc(NC(=O)c2ccco2)c1)c1cnccn1
43.8	-0.04	-0.41	Cc1nn(Cc2ccccc2)c2c1C(c1ccc(Cl)cc1)C(C#N)=C(N)O2 (stereo not given)
-7.9	-0.35	-0.72	CC1=C(C(=O)OCC(C)C)C(c2cc3c(cc2Br)OCO3)NC(=O)N1C (stereo not given)

As a working copy, 14 of the compounds above.
Insulin prom inh	sdo1 growth Rescue 24 h	sdo1 growth	canonical_smiles
17.9	-0.98	-0.15	O=C(C1COc2ccccc2O1)N1CCCC1 (stereo not given)
.	0.02	-0.22	Cc1ccc(-c2csc(NC(=O)/C=C/c3cccs3)n2)cc1C
36.1	-0.23	-0.24	O=C(O)CC1CCCC(c2ccccc2)C1=O (stereo not given)
3.6	0.98	0.44	Cc1cc2cc(C)c3nnc(SCC(=O)NCc4ccc5c(c4)OCO5)n3c2cc1C
-81.8	.	.	COc1cc(OC)cc(C(=O)OCC(=O)Nc2ccc(F)cc2F)c1
-43.3	0.53	0.68	O=C(COC(=O)[C@@H]1CCCN1C(=O)c1cccs1)NCCc1ccccc1
.	0.35	0.67	Cc1ccc(NC(=O)c2ccc(CNc3c(N4CCOCC4)c(=O)c3=O)cc2)cc1
-3.2	-0.86	-0.33	COc1ccc(NC(=O)CC(=O)Nc2ccc(OC)cc2OC)c(OC)c1
8.1	-0.71	-0.24	CSCCC(NC(N)=O)C(=O)NCc1ccc(Cl)cc1 (stereo not given)
18.2	-0.96	-0.43	CCOc1ccccc1N(C(=O)CNC(=O)c1ccco1)C(C(=O)NC(C)(C)C)c1ccncc1 (stereo not given)
-13.5	0.35	0.29	C=CCNC(=O)c1onc(CSc2cccc(OC)c2)c1C(=O)O
33.3	0.78	0.68	O=C(Nc1cccc(NC(=O)c2ccco2)c1)c1cnccn1
43.8	-0.04	-0.41	Cc1nn(Cc2ccccc2)c2c1C(c1ccc(Cl)cc1)C(C#N)=C(N)O2 (stereo not given)
-7.9	-0.35	-0.72	CC1=C(C(=O)OCC(C)C)C(c2cc3c(cc2Br)OCO3)NC(=O)N1C (stereo not given)

Some of the compounds tested; the hit share may differ from the screen's.
